PRMT1 inh: blocks human protein arginine methyltransferase 1; Q99873; recombinant PRMT1, activity-based probe fluorescence polarization; inhibition, % at 2.79 µM; 370,000 compounds, 1.3% hits; AID 652257;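 active = inhibition above about 21% made by adding two undisclosed values, limit read from the data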
Target sequence (Q99873 whole entry, looked up): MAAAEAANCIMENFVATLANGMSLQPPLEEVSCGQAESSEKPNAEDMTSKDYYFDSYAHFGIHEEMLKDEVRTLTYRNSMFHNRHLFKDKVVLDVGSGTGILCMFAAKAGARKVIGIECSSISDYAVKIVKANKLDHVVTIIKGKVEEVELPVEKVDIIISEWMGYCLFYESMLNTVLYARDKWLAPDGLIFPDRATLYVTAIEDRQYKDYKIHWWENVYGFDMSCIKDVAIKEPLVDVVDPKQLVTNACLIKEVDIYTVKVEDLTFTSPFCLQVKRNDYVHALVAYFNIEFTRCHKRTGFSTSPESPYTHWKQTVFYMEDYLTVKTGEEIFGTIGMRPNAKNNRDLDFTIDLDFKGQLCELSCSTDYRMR
HTRA1 inhibitor: HTRA1 (human) protease inhibition | Q92743 | inhibition, % at 5.96 µM | 340,000 compounds, 0.5% hits | recombinant HTRA1, FP-rhodamine activity-based probe, fluorescence polarization | AID 504803; in the data active = inhibition above about 36%;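 also: 0% = enzyme with DMSO and 100% = wells lacking enzyme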
LEDGF integ inh: blocks HIV-1 LEDGF/p75-dependent DNA integration | TR-FRET IN-LEDGF/p75 DNA integration, Eu/Cy5 | 370,000 compounds, 0.64% hits | AID 743269 | inhibition, % at 3.7 µM;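 active = inhibition above the screen-wide mean plus 3 SD, cut at about 13% in these data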;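 also: signal is the Cy5 over europium emission ratio at 671 and 618 nm; 0% = plate median of compound wells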
rCAG RNA binder: molecules binding r(CAG) RNA repeats; r(CAG) RNA repeat, TO-PRO-1 dye displacement fluorescence; inhibition, % at 3 µM; 370,000 compounds, 1.3% hits;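 active = inhibition above the plate cutoff, the mean of all test compounds on that plate plus 3 SD, cut at about 35% in these data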;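 also: 0% = DMSO alone and 100% = 100 µM mitoxantrone as full dye displacement; higher means more dye released from RNA so lower well fluorescence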
UHRF1 MBD2 ctr: blocks human UHRF1 binding to methylated DNA; 370,000 compounds, 0.75% hits; AID 687016; UHRF1 binding to methylated oligo, TR-FRET; inhibition, % at 4.4 µM; in the data active = inhibition above about 21%;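 also: UHRF1 SRA domain binding a hemimethylated CpG hairpin DNA probe; 0% = median of test compound wells and 100% = reference inhibitor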
PG9 Ab binder: binds the HIV-1 gp120 antibody PG9 | TR-FRET gp120-PG9 antibody binding | inhibition, % at 6.7 µM | 360,000 compounds, 0.43% hits; in the data active = inhibition above about 8.5%
mABHD4 FP: ABHD4 (mouse) inhibition, primary FP screen; Q8VD66; purified mABHD4, FP-Rh probe fluorescence polarization; inhibition, % at 8.92 µM; 370,000 compounds, 0.54% hits; AID 720543;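 active = inhibition exceeding the mean over every tested compound plus 3 SD, cut at about 30% in these data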;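 also: 0% = plate median of compound wells and 100% = S159A mutant with DMSO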
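Test system: mABHD4 protein; Read-out basis: % inhibition; Incubation: 45 min + 60 min at 25 °C; Repeats: single replicate; Technique: fluorescence polarization with parallel and perpendicular emission, 525/598 nm; Compound: 8.92 µM, single dose; Benchmarks: full inhibition S159A mutant plus DMSO, zero as sample-well median.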
Rev-erbA mod: modulates human Rev-erb alpha binding to DNA. P20393. Rev-erbα–FITC-DNA binding, fluorescence polarization, 90 min. activity, % at 10 µM. 370,000 compounds, 0.79% hits. AID 1259318;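 active = activity above about 14%, limit read from the data; passing the limit was not always enough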;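 also: 0% = DMSO wells with 35 nM protein and 100% = DMSO wells with 750 nM protein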
Target sequence (P20393 whole entry, looked up): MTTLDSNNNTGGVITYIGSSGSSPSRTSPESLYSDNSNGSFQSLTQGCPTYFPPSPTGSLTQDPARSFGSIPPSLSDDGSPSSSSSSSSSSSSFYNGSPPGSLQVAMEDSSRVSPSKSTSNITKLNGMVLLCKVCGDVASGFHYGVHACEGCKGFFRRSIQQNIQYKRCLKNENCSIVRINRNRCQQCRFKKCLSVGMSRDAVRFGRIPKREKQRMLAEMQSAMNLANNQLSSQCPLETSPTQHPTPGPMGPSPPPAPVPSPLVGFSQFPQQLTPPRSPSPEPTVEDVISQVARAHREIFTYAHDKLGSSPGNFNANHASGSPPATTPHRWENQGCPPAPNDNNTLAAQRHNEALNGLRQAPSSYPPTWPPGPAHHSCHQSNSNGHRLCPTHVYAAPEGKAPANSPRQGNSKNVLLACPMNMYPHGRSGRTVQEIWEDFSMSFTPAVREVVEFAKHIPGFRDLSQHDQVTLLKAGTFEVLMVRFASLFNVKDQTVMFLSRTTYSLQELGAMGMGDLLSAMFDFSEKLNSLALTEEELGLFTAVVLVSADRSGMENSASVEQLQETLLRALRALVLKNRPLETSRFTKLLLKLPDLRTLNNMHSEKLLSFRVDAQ
MBD2 inh: blocks human MBD2 binding to methylated DNA; AID 686964; Q9UBB5; inhibition, % at 4.4 µM; 370,000 compounds, 0.31% hits; TR-FRET, MBD2 binding to methylated oligonucleotide; in the data active = inhibition above about 13%
TCR CD3 inh: blocks the human TCR-CD3 interaction. TAMRA-labeled TCR probe fluorescence, biochemical. inhibition, % at 9.4 µM. 360,000 compounds, 0.37% hits; in the data active = inhibition above about 19%;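 also: recombinant mutant TCR 2C K166C tagged with TAMRA read by polarization; 0% = receptor in buffer alone and 100% = receptor with positive control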
Starred values were filed as active, the others as inactive; . = no result given. A portion of the library. The share of hits here may be higher or lower than overall.

SMILES	PRMT1 inh	HTRA1 inhibitor	LEDGF integ inh	rCAG RNA binder	UHRF1 MBD2 ctr	PG9 Ab binder	mABHD4 FP	Rev-erbA mod	MBD2 inh	TCR CD3 inh
COc1ccc(C(=O)N/C(=C\c2ccc(Cl)cc2)C(=O)NCC2CCCO2)cc1 (stereo not given)	-1	-5	0	-6	0	0.8	6	3	-3	-6
O=C(c1c[nH]c(C(=O)C(Cl)(Cl)Cl)c1)c1ccccc1Cl	-1	1	-5	1	3	0.5	-12	-2	-5	-6
COc1cccc(C(=O)OCC(=O)N2CCc3ccccc3C2)c1OC	0	.	-3	0	2	-0.8	4	0	5	-1
Cc1cc(O)c(C(C)C)cc1N=Cc1cc([N+](=O)[O-])ccc1O	9	1	2	0	-2	-3.7	15	-1	-8	-8
Cc1ccc(NS(=O)(=O)c2ccc3c(c2)CC(=O)N3)cc1C	-2	-24	7	14	0	0.2	-7	-7	3	10
CCNC(=S)N/N=C/c1cc(C)n(-c2ccc(Cl)cc2)c1C	0	-2	3	-1	-3	0.5	-2	3	3	7
Cc1ccc2c(c1)c1nnc(SCC(=O)Nc3ccc(N(C)C)cc3)nc1n2CC(=O)O	5	6	-2	23	-1	-4.9	12	-9	-5	-1
COC(=O)c1cn(C(=O)c2ccc3c(c2)OCO3)c2ccccc12	3	1	-2	4	5	1.1	-2	0	1	3
Cc1ccccc1Nc1nc(N)nc(COC(=O)c2cccc(S(=O)(=O)N(C)c3ccccc3)c2)n1	-3	-22	-3	3	-2	0.5	-10	4	-2	5
CC(=O)c1cc2c(cc1NC(=O)Cn1cnc3ccccc3c1=O)OCO2	-1	3	1	1	-2	5.8	-2	3	5	3
COc1ccc(CCC(=O)OCC(=O)c2cccc(OC)c2)cc1	3	6	-3	0	5	0.7	-6	-5	0	-11
O=C(O)c1ccc(NCc2nc3ccccc3n2CCOc2ccccc2Cl)cc1	1	-8	0	23	1	-0.8	-17	-1	1	3
O=C(CNS(=O)(=O)c1ccc(Br)cc1)NCc1ccncc1	-3	2	3	1	4	-2.2	-5	-2	-4	-7
O=C(NC(Cc1ccccc1)c1ccc2c(c1)OCCCO2)c1ccccc1 (stereo not given)	-1	-19	-1	-2	1	-4.0	-9	3	6	4
O=C1C(Cl)=C(NCC2CCCO2)C(=O)N1c1cccc(Cl)c1Cl (stereo not given)	8	-3	1	-2	-3	-0.6	7	0	0	4
COCCNC(=O)c1ccc(CS(=O)(=O)c2ccccc2C)o1	0	2	5	-4	0	-1.2	-6	2	-5	5
Cn1c(CN2CCOCC2)nnc1SCC(=O)Nc1ccc([N+](=O)[O-])cc1O	0	-3	-1	-2	-5	-1.7	-4	5	-3	6
CCOC(=O)N1CCN(S(=O)(=O)/C=C/c2ccccc2)CC1	1	2	-5	-6	0	0.5	6	4	0	-8
O=C(CSc1nnnn1-c1ccc(Cl)cc1)NC1CCS(=O)(=O)C1 (stereo not given)	-2	-7	0	2	-2	0.6	-1	-3	-8	-2
COc1ccc(-c2nc3c(-c4ccc(F)cc4)cnn3cc2C)cc1F	-6	0	10	2	3	0.9	-5	7	-5	0
CCN(CC)CCN1CCN(c2cncc(-c3cccc(N)c3)n2)CC1	1	.	-1	1	2	-0.1	3	6	-6	1
C/C=C/C(=O)N1CCC(C(=O)NC2CCCc3ccccc32)CC1 (stereo not given)	-1	.	-3	2	0	.	2	6	6	.
Cc1cc2ccccn2c1C(=O)c1nc(N2CCOCC2)ncc1Cl	-1	-9	2	-1	-6	2.9	-2	4	3	-4
COc1ccc(-c2nc(SCC(=O)Nc3c(F)cccc3F)n[nH]2)cc1	2	-2	-5	-1	1	0.3	-1	-10	2	-9
Cc1ccc(NC(=O)c2ccc(CNc3c(N4CCC(C)CC4)c(=O)c3=O)cc2)cc1	-7	-2	-1	7	0	-4.8	-2	1	8	3
Cc1c(CN(C)C)c2c(n1C)C(=O)c1ccc(Br)cc1-2	-4	1	0	0	-17	-13	7	1	-14	2
COC(=O)c1ccc(C(=O)OC)c(NC(=O)COC(=O)c2ccc(OC)c(OC)c2OC)c1	1	3	2	-1	-3	-1.2	3	2	-2	1
CCNc1nc2nonc2nc1NCC	0	5	1	-1	0	2.0	5	-6	2	2
Cc1ccc(C(=O)CSc2nnc3c4ccccc4nc(C(C)(C)C)n23)cc1	0	-19	4	3	4	-0.8	8	7	0	1
CSc1cccc(NC(=O)C2CCCN(c3ncnc4c3nc3n4CCCCC3)C2)c1 (stereo not given)	0	-6	-2	-4	2	-2.0	9	-9	4	1
Cc1[nH]c(=S)c(C#N)c(C)c1Cc1ccccc1	17	.	-3	1	-2	2.5	2	0	-4	3
COc1ccccc1NC(=O)Cn1cnc2c(cnn2-c2ccc(C)c(C)c2)c1=O	3	-5	-2	9	-1	2.7	0	1	5	-4
O=C(NCc1ccc(C(F)(F)F)cc1)C1CC(c2ccccc2C(F)(F)F)=NO1 (stereo not given)	2	-12	2	-6	1	-0.2	-8	6	-1	-5
CNc1nc2[nH]c(=O)c3c(c2s1)OC(N)=C(C#N)C3c1cccc(F)c1 (stereo not given)	1	5	0	32	9	-1.7	8	1	-3	5
Cc1cccc(C)c1NC(=O)N1CC=C(n2c(=O)[nH]c3ccccc32)CC1	-3	4	-1	1	0	-1.3	1	-6	-5	3
COC(=O)CCCC(=O)NC1CCCN(C2Cc3ccccc3C2)C1 (stereo not given)	-1	14	0	-2	-1	-1.3	2	-6	3	2
Cc1ccc(S(=O)(=O)N(C)CC(=O)N2CCCCCCC2)cc1	-2	3	-2	-5	0	-1.4	0	9	2	7
CCCN1CCN(CCCNC(=O)CN2C(=O)COc3ccc(C(C)(C)C)cc32)CC1	-1	0	-2	0	0	-1.1	1	1	-3	-1
CC(C)(C)S(=O)(=O)N1Cc2cc(CO)cc(CCO)c2[C@H]1CCO	-2	7	2	5	0	1.4	-5	-2	-3	-2
CC1CCN(C(=O)CSc2nnc3c(n2)[nH]c2ccc(F)cc23)CC1	-3	6	4	2	-1	-0.3	8	-5	-5	-4
COc1ccc(-n2c(O)c(/C=N/Nc3nc(C)cc(C)n3)c3ccccc3c2=O)cc1OC	3	24	4	4	-3	-4.2	11	-5	-4	1
CC(C)(C)c1ccc(OCCCC(=O)Nc2cccc(S(=O)(=O)N3CCOCC3)c2)cc1	1	-41	0	5	1	0.4	-22	5	3	-8
CC(C)n1nnnc1C1c2ccccc2C(=O)N1Cc1cccc(F)c1 (stereo not given)	-5	.	-3	1	0	-0.9	-3	4	-2	3
C=CCNC(=O)CCNS(=O)(=O)c1ccc(Br)cc1	2	-4	1	1	5	-2.2	-2	4	-2	6
COc1ccc(CC(=O)Nc2ccc(-c3noc(-c4cc(OC)c(OC)c(OC)c4)n3)cc2)cc1	-2	0	1	5	-2	-1.0	-4	9	-3	2
CCCCCCCCN1C(=O)[C@H](CC(=O)NCCCC)C[C@@]2(C(=O)OCC)CCCC=C12	4	.	-8	5	2	-1.4	-16	5	6	-12
COc1cccc(NC(=O)CSc2nccn(-c3ccc4c(c3)OCCO4)c2=O)c1	29*	-4	3	-2	-2	-2.7	6	1	-1	2
COc1ccc(OC(=O)Nc2ccc([N+](=O)[O-])cc2OC)cc1	6	-11	0	2	-4	-0.9	0	0	1	-10
C[C@@H]1CN([C@@H](C)CO)C(=O)CCCn2nncc2CO[C@@H]1CN(C)C(=O)c1ccc(N2CCN(C)CC2)cc1	3	-3	-5	0	1	0.7	4	0	3	2
CCOc1ccccc1-n1c(SCC(=O)N(C(C)C)C(C)C)nnc1-c1cccnc1	3	-7	2	-9	-3	0.7	-4	1	-3	-1
O=C(CC1Nc2cccc3cccc(c23)NC1=O)Nc1ccc(F)cc1 (stereo not given)	7	61*	10	11	-5	-3.6	29	-4	-8	-1
Cc1ccc(C(=O)COC(=O)c2cnccn2)cc1[N+](=O)[O-]	4	-6	-5	7	1	-0.8	7	3	1	4
O=C(Nc1cccc(S(=O)(=O)N2CCOCC2)c1)c1c2c(nc3ccccc13)CCC2	2	10	0	18	2	-2.4	1	-2	2	6
COc1cc(OC)cc(C(=O)N2CCCC(c3nc(-c4ccc(C)o4)no3)C2)c1 (stereo not given)	-4	-13	2	3	3	0.2	-3	-4	3	-4
COc1cc(C(F)(F)F)c(C(=O)N(C)c2ccc(Cl)cc2)cn1	-2	-6	1	-7	-3	-0.2	-8	2	1	1
CN(CCOc1ccccc1Cl)Cc1ccccc1	1	-12	0	3	-1	-3.0	9	-1	0	8

Compounds above with fluorine (8):
SMILES	PRMT1 inh	HTRA1 inhibitor	LEDGF integ inh	rCAG RNA binder	UHRF1 MBD2 ctr	PG9 Ab binder	mABHD4 FP	Rev-erbA mod	MBD2 inh	TCR CD3 inh
COc1ccc(-c2nc3c(-c4ccc(F)cc4)cnn3cc2C)cc1F	-6	0	10	2	3	0.9	-5	7	-5	0
COc1ccc(-c2nc(SCC(=O)Nc3c(F)cccc3F)n[nH]2)cc1	2	-2	-5	-1	1	0.3	-1	-10	2	-9
O=C(NCc1ccc(C(F)(F)F)cc1)C1CC(c2ccccc2C(F)(F)F)=NO1 (stereo not given)	2	-12	2	-6	1	-0.2	-8	6	-1	-5
CNc1nc2[nH]c(=O)c3c(c2s1)OC(N)=C(C#N)C3c1cccc(F)c1 (stereo not given)	1	5	0	32	9	-1.7	8	1	-3	5
CC1CCN(C(=O)CSc2nnc3c(n2)[nH]c2ccc(F)cc23)CC1	-3	6	4	2	-1	-0.3	8	-5	-5	-4
CC(C)n1nnnc1C1c2ccccc2C(=O)N1Cc1cccc(F)c1 (stereo not given)	-5	.	-3	1	0	-0.9	-3	4	-2	3
O=C(CC1Nc2cccc3cccc(c23)NC1=O)Nc1ccc(F)cc1 (stereo not given)	7	61*	10	11	-5	-3.6	29	-4	-8	-1
COc1cc(C(F)(F)F)c(C(=O)N(C)c2ccc(Cl)cc2)cn1	-2	-6	1	-7	-3	-0.2	-8	2	1	1

High-throughput results (PubChem)
